# Source: PubChem
# Pf Dd2 growth: inhibitors of Plasmodium falciparum Dd2 growth; P. falciparum Dd2 growth, SYBR Green, 72 h; stronger effect = lower value; activity change, % at 10 µM; 94,000 compounds, 2.3% hits; AID 1159554; in the data active means activity change below about -80%; inconclusive means no clear call, values can overlap the other calls
# C diff HTS: C. difficile growth inhibition | Clostridium difficile clinical isolate growth, OD600, 24 h; stronger effect = lower value | growth activity, negative = inhibition, % at 16 µg/mL (by protocol) | 86,000 compounds, 0.25% hits | AID 1259249;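 active means mean growth activity at or below -80% and every replicate also at or below -80%; inconclusive means mean at or below -80% but some replicate above -80%; inactive means mean growth activity above -80%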;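 further: 0% = DMSO wells and -100% = levofloxacin 16 µg/mL wells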
# GASC1 inh: blocks human GASC-1 (KDM4C) demethylase activity. inhibition, % at 12.5 µM. 96,000 compounds, 0.15% hits. GST-KDM4C 2-372, H3K9me3 peptide, LANCE TR-FRET. Q9H3R0;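 active means mean replicate inhibition above about 25%, with at least 55% of replicates also reaching it, limit read from the data, passing the limit was not always enough; inconclusive means only one of those two conditions met; inactive means neither condition met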
# Target sequence (Q9H3R0 2-372 limits assumed): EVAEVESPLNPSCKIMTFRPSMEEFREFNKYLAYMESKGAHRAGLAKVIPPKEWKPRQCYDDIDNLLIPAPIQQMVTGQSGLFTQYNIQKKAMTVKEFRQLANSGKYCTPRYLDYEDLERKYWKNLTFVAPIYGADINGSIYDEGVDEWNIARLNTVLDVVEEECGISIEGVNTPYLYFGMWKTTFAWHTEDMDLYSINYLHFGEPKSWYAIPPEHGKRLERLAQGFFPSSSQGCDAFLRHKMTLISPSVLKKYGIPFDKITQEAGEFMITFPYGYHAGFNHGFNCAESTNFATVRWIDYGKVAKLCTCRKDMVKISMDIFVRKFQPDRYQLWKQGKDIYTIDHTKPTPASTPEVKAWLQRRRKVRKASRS
#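 Material: GST-tagged GASC-1 (JMJD2C) catalytic fragment, aa 2-372 / Quantity: enzyme final amount 10 nM / Medium: HEPES buffer, pH 7.5, plus ascorbate / Doses: one test concentration per compound / Incubation: 30 min reaction, 60 min detection, RT / Measured by: LANCE TR-FRET / Read-out: inhibition from TR-FRET ratio decrease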
# T cruzi growth: blocks T. cruzi growth in NIH3T3 culture. T. cruzi beta-gal in NIH3T3, GalScreen luminescence, 90 h. 77,000 compounds, 5.9% hits. inhibition, % at 8.34 µM;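 active means mean inhibition above about 93%, with at least 55% of replicates each passing it, limit read from the data, passing the limit was not always enough; inconclusive means only one of those two conditions holds; inactive means neither condition holds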
# Active calls of the source: *; ? = inconclusive; . = no result given; & = joins results of further samples.
SMILES,Pf Dd2 growth,C diff HTS,GASC1 inh,T cruzi growth
COc1ccc(NC(=O)Nc2ccc3c(c2)C(=O)N([C@H](C)CO)C[C@H](C)[C@H](CN(C)S(=O)(=O)c2ccc(C)cc2)OCCCC[C@H](C)O3)cc1,-61.1,.,0.3,.
CCCNC(=O)N(C)C[C@@H]1Oc2ncc(Br)cc2C(=O)N([C@@H](C)CO)C[C@@H]1C,-18.5,.,-0.1,.
CN1C(=O)c2cc(NC(=O)c3ccccc3F)ccc2OC[C@H]2O[C@H](CC(=O)NCc3ccc4c(c3)OCO4)CC[C@@H]21,-17.2,42.1,-0.8,37.0
COc1cccc(-c2ccc([C@@H]3[C@H](CO)N4C(=O)CN(C(=O)c5ccncc5)C[C@@H]34)cc2)c1,-30.1,-4.0,1.0,.
O=C(C[C@H]1CC[C@H](NS(=O)(=O)c2ccc(F)cc2)[C@H](CO)O1)NCCN1CCCCC1,-4.1,-2.8,-1.5,31.1
C/C=C/c1cnc2c(c1)C(=O)N([C@@H](C)CO)C[C@@H](C)[C@@H](CN(C)S(=O)(=O)c1cccs1)O2,-23.3,1.2,-3.8,47.1
C[C@@H]1CN([C@@H](C)CO)C(=O)c2cccc(N(C)C)c2O[C@H]1CN(C)Cc1ccc(Oc2ccccc2)cc1,-3.4,-0.4,-0.3,24.0
CCCNC(=O)Nc1ccc2c(c1)OC[C@@H](C)N(C(=O)CC)C[C@@H](C)[C@@H](OC)CN(C)C2=O,13.0,.,-0.2,4.9
N#C[C@@H]1[C@@H](c2ccc(C#Cc3ccccc3F)cc2)[C@@H](CO)N1C(=O)c1cccnc1,-19.8,14.2,-1.2,31.4
C[C@H](CO)N1C[C@H](C)[C@@H](CN(C)C(=O)Nc2cccc3ccccc23)Oc2ccc(NS(C)(=O)=O)cc2CC1=O,9.8,-5.5,19.9,.
Cc1ccc(S(=O)(=O)Nc2ccc3c(c2)C(=O)N([C@@H](C)CO)C[C@H](C)[C@H](CN(C)C(=O)Cc2ccccc2)OCCCC[C@@H](C)O3)cc1,-60.5,.,0.1,65.5
O=C(C[C@@H]1CC[C@@H]2[C@H](COC[C@@H](O)CN2S(=O)(=O)c2ccc(F)cc2)O1)NCC1CC1,-1.5,-22.0,-0.1,16.4
COc1ccc(CNC(=O)C[C@H]2C=C[C@@H](NC(=O)c3cccc(F)c3)[C@H](CO)O2)cc1,5.1,0.8,-1.0,-15.1
COc1cccc(C#Cc2ccc3c(c2)O[C@@H](CN(C)C(C)=O)[C@@H](C)CN([C@H](C)CO)S3(=O)=O)c1,-69.4,-24.7,1.5,51.8
Cc1ccc(S(=O)(=O)N(C)C[C@H]2Oc3ccc(NC(=O)Nc4ccc(F)cc4)cc3C(=O)N([C@H](C)CO)C[C@H]2C)cc1,-5.3,-3.5,0.2,54.2
O=C(C[C@H]1C[C@@H]2c3cc(NC(=O)C4CCC4)ccc3O[C@@H]2[C@H](CO)O1)NCC1CC1,-2.3,-0.5,-3.2,-14.4
COCC(=O)N(C[C@@H]1N[C@H](CO)[C@H]1c1ccc(C2=CCCC2)cc1)C(C)C,-27.3,2.8,0.4,-11.4
N#C[C@@H]1[C@H](c2ccc(C#CC3CCCCC3)cc2)[C@H](CO)N1C(=O)Nc1ccc(F)cc1,-87.8*,-8.0,-2.4,.
CO[C@H](CN(C)C(=O)c1ccc2c(c1)OCO2)[C@H](C)CN([C@@H](C)CO)S(=O)(=O)c1ccc(C)cc1,-11.3,.,-0.3,3.0
C[C@H]1CN([C@@H](C)CO)C(=O)c2cccc(NC(=O)Nc3cccc4ccccc34)c2O[C@@H]1CN(C)S(=O)(=O)c1cccs1,-14.1,.,3.1,54.3
C[C@@H]1CCCCO[C@@H](CN(C)S(=O)(=O)c2cccs2)[C@H](C)CN([C@@H](C)CO)C(=O)c2cc(NC(=O)Cc3ccccc3)ccc2O1,-25.3,4.2,-0.7,-13.0
C[C@@H]1CN([C@H](C)CO)C(=O)c2cccc(NC(=O)Nc3ccc4c(c3)OCO4)c2O[C@@H]1CN(C)S(C)(=O)=O,2.1,-0.4,-2.9,8.9
C[C@@H]1CN([C@@H](C)CO)C(=O)c2cc(NC(=O)NC3CCCCC3)ccc2O[C@@H]1CN(C)Cc1ccc(Cl)c(Cl)c1,20.0,5.1,0.6,?
O=S(=O)(N[C@H]1CC[C@@H](CCn2cc(-c3cccnc3)nn2)O[C@@H]1CO)c1ccc(Cl)cc1,-2.5,0.6,1.5,-44.0
C[C@@H]1CCCCO[C@H](CN(C)C(=O)Nc2ccccc2)[C@H](C)CN([C@@H](C)CO)C(=O)c2cc(NS(=O)(=O)c3ccc(Cl)cc3)ccc2O1,-73.9,10.3,0.9,?

# The last two records of the part above lead into the next.
SMILES,Pf Dd2 growth,C diff HTS,GASC1 inh,T cruzi growth
O=S(=O)(N[C@H]1CC[C@@H](CCn2cc(-c3cccnc3)nn2)O[C@@H]1CO)c1ccc(Cl)cc1,-2.5,0.6,1.5,-44.0
C[C@@H]1CCCCO[C@H](CN(C)C(=O)Nc2ccccc2)[C@H](C)CN([C@@H](C)CO)C(=O)c2cc(NS(=O)(=O)c3ccc(Cl)cc3)ccc2O1,-73.9,10.3,0.9,?
COc1ccc2c3c(n(C)c2c1)[C@H](CO)N(C)CC31CCN(C(=O)CN2CCOCC2)CC1,-24.2,3.5,11.0,.
O=C(NCC(F)(F)F)[C@H]1[C@H](CO)[C@H]2Cn3c(cccc3=O)[C@@H]1N2CC1CCCC1,1.4,0.0,1.6,.
O=C(C1CC1)N1CC2(C1)[C@@H](c1ccccc1)[C@@H](CO)N2Cc1cncnc1,34.2,2.0,-0.8,.
CCC(=O)N1[C@H](C#N)[C@H](c2ccccc2-c2cccc(C)c2)[C@H]1CO,27.6,28.3,-0.6,.
Cc1ccc(S(=O)(=O)N(C)C[C@@H]2Oc3ccc(N(C)C)cc3C(=O)N([C@@H](C)CO)C[C@H]2C)cc1,-4.9,4.3&-3.5,1.6,.
Cc1noc(C)c1S(=O)(=O)N(C)C[C@H]1Oc2ccc(NC(=O)Nc3ccccc3)cc2CC(=O)N([C@@H](C)CO)C[C@@H]1C,-19.4,.,-2.7,19.0
C[C@@H]1CN([C@@H](C)CO)C(=O)c2cc(NC(=O)Cc3ccccc3)ccc2O[C@@H](C)CCCCO[C@H]1CN(C)S(=O)(=O)c1ccc(Cl)cc1,-76.0,-0.4,-0.2,40.3
C[C@H]1CN([C@@H](C)CO)C(=O)CCCn2nncc2CO[C@@H]1CN(C)C(=O)C1CC1,-0.7,-7.1,-0.6,3.1
COCC(=O)Nc1ccc2c(c1)[C@@H]1C[C@@H](CC(=O)NCCN3CCCCC3)O[C@H](CO)[C@@H]1O2,7.3,0.5,0.6,12.7
N#C[C@@H]1[C@H](c2ccccc2)[C@@H](CO)N1S(=O)(=O)c1ccc(-c2ccccc2)cc1,10.2,13.1,-3.6,85.3
CN(C)C(=O)C[C@H]1CC[C@@H]2[C@H](COc3ccc(NC(=O)c4ccc(F)cc4)cc3C(=O)N2C)O1,.,-8.1,0.8,-29.6
C[C@H]1CN([C@@H](C)CO)C(=O)c2cccc(NC(=O)c3nc4ccccc4s3)c2O[C@@H]1CN(C)Cc1ccc(C(=O)Nc2ccccc2N)cc1,-89.5*,.,0.0,105.8*
CC(C)(C)[S@@](=O)N1Cc2cc(C(=O)N3CCCCC3)nc(-c3cccc(-c4ccccc4F)c3)c2[C@H]1CCO,-30.4,.,0.5,45.3
CNC[C@H]1Oc2ccc(NS(=O)(=O)c3cn(C)cn3)cc2C(=O)N([C@@H](C)CO)C[C@@H]1C,18.1,0.6,12.8,-0.9
O=C(Nc1ccc(Cl)cc1)N[C@@H]1CC[C@H](CCNC(=O)c2ccccc2F)O[C@H]1CO,-40.5,-5.1,-0.8,53.0
CCS(=O)(=O)Nc1ccc2c(c1)C(=O)N(C)[C@@H]1CC[C@H](CC(=O)N[C@H]3CCN(Cc4ccccc4)C3)O[C@H]1CO2,.,-10.7,0.5,8.4
C[C@@H]1CCCCO[C@@H](CN(C)C(=O)c2ccncc2)[C@H](C)CN([C@@H](C)CO)C(=O)c2cc(NS(=O)(=O)c3ccccc3)ccc2O1,19.0,.,1.4,-12.9
C[C@H](CO)N1C[C@H](C)[C@@H](CN(C)C(=O)NC2CCCCC2)Oc2ccc(NC(=O)C3CC3)cc2C1=O,-3.0,1.6,0.1,-9.7
CCC(=O)N(C)C[C@H]1Oc2cc(C#CC(C)C)ccc2S(=O)(=O)N([C@H](C)CO)C[C@@H]1C,-14.4,-1.2,-2.2,45.2
COc1ccccc1-c1ccc([C@H]2[C@@H](CO)N[C@@H]2CNC(=O)C2CCCC2)cc1,-19.4,-1.8,-3.1,.
C[C@@H]1CN([C@H](C)CO)C(=O)c2cccc(NC(=O)C3CCCCC3)c2O[C@H]1CN(C)Cc1ccc(Cl)c(Cl)c1,-58.7,.,15.4,96.3
C[C@H](CO)N1C[C@H](C)[C@H](CN(C)S(=O)(=O)c2cccs2)Oc2c(NS(=O)(=O)c3cccs3)cccc2C1=O,-24.3,-0.6,3.9,49.1
CO[C@H]1CN(C)C(=O)c2cc(NC(=O)Nc3ccc(Cl)c(Cl)c3)ccc2OC[C@@H](C)NC[C@H]1C,-5.7,-97.4*,-2.7,-121.8
COc1ccc(S(=O)(=O)N(C)C[C@H]2OCCCC[C@@H](C)Oc3ccc(NC(=O)NC(C)C)cc3C(=O)N([C@@H](C)CO)C[C@H]2C)cc1,.,-8.9,-2.7,-36.8
C[C@@H]1CN([C@@H](C)CO)C(=O)c2cc(C#CC3(O)CCCC3)cnc2O[C@@H]1CN(C)C(=O)C1CCCCC1,34.1,0.6,0.1,24.4

# Taken from above for reference:
SMILES,Pf Dd2 growth,C diff HTS,GASC1 inh,T cruzi growth
CCC(=O)N1[C@H](C#N)[C@H](c2ccccc2-c2cccc(C)c2)[C@H]1CO,27.6,28.3,-0.6,.
Cc1ccc(S(=O)(=O)N(C)C[C@@H]2Oc3ccc(N(C)C)cc3C(=O)N([C@@H](C)CO)C[C@H]2C)cc1,-4.9,4.3&-3.5,1.6,.

# The results go on.
SMILES,Pf Dd2 growth,C diff HTS,GASC1 inh,T cruzi growth
COc1ccccc1C(=O)Nc1ccc2c(c1)C(=O)N(C)[C@H]1CC[C@H](CC(=O)Nc3cccc(C(C)C)c3)O[C@@H]1CO2,.,-8.8,0.4,?
O=C(C[C@H]1C[C@@H]2c3cc(NC(=O)NC4CCCC4)ccc3O[C@@H]2[C@@H](CO)O1)NCc1cc(F)ccc1F,-20.3,-0.2,-1.7,27.2
CN(C)C(=O)C[C@@H]1CC[C@@H]2[C@H](COC[C@H](O)CN2C(=O)C2CCCC2)O1,30.5,11.5&-7.1,-1.1,-5.8
C[C@@H]1CN([C@@H](C)CO)C(=O)c2cc(C3=CCCCC3)cnc2O[C@@H]1CN(C)Cc1cccc(F)c1,-0.6,16.2,1.7,111.9*
COc1ccc(S(=O)(=O)Nc2ccc3c(c2)C(=O)N([C@@H](C)CO)C[C@@H](C)[C@H](CN(C)C)OCCCC[C@@H](C)O3)cc1,-0.2,-6.9,0.3,11.1
Cc1noc(C)c1NC(=O)Nc1ccc2c(c1)C(=O)N([C@H](C)CO)C[C@@H](C)[C@@H](CN(C)Cc1ccc3c(c1)OCO3)O2,-6.0,0.7,0.3,-0.2
C[C@H]1CN([C@@H](C)CO)C(=O)c2cc(NC(=O)Cn3cnnn3)ccc2O[C@H]1CN(C)Cc1ccc2c(c1)OCO2,4.3,-0.6,0.4,7.5
C[C@@H]1CN([C@@H](C)CO)S(=O)(=O)c2ccc(C#CC3(O)CCCC3)cc2O[C@H]1CN(C)C(=O)Nc1ccc(F)cc1,-10.9,-11.6,-1.2,-20.6
COc1ccc(S(=O)(=O)N(C)C[C@H]2Oc3c(NC(=O)CCCCCC(=O)Nc4ccccc4N)cccc3C(=O)N([C@@H](C)CO)C[C@@H]2C)cc1,-53.7,0.7,-1.1,.
O=C(C[C@H]1CC[C@H](NS(=O)(=O)c2ccc(F)cc2)[C@H](CO)O1)N1CCN(c2ccccc2)CC1,17.1,1.5,-1.9,42.5
CO[C@H]1CN(C)C(=O)c2cc(NS(=O)(=O)CC(F)(F)F)ccc2OC[C@@H](C)N(CC2CCCCC2)C[C@@H]1C,4.8,.,-0.1,-8.6
C[C@H](CO)N1C[C@H](C)[C@@H](CN(C)C(=O)C2CCCCC2)Oc2ncc(C#Cc3cccc(F)c3)cc2C1=O,-71.5,.,-0.9,117.3*
O=C(C[C@@H]1C[C@@H]2c3cc(NC(=O)NC4CCCC4)ccc3O[C@@H]2[C@H](CO)O1)NCc1cccc(F)c1,14.2,-6.9,5.8,.
O=C(C[C@@H]1C=C[C@@H](NC(=O)C2CC2)[C@@H](CO)O1)Nc1nccs1,-12.5,.,0.7,-15.1
COCC(=O)N1C[C@@H](C)[C@H](OC)CN(C)C(=O)c2ccc(NC(=O)NC(C)C)cc2OC[C@H]1C,16.6,-3.6,0.2,0.4
C[C@H]1CN([C@@H](C)CO)C(=O)c2cccc(NC(=O)C3CC3)c2O[C@@H]1CN(C)C(=O)NC1CCCCC1,28.9,11.5,-0.7,53.2
